IP6K1 inhibitor – IP6K1 kinase inhibition; Q92551; IP6K1 kinase, ADP-Glo luminescence, 2 h; stronger effect = lower value; activity change, % (series mostly up to about 58 µM); 0.81% of 140,000 active; in the data active means activity change below about -25%
Target sequence (Q92551 whole entry, looked up): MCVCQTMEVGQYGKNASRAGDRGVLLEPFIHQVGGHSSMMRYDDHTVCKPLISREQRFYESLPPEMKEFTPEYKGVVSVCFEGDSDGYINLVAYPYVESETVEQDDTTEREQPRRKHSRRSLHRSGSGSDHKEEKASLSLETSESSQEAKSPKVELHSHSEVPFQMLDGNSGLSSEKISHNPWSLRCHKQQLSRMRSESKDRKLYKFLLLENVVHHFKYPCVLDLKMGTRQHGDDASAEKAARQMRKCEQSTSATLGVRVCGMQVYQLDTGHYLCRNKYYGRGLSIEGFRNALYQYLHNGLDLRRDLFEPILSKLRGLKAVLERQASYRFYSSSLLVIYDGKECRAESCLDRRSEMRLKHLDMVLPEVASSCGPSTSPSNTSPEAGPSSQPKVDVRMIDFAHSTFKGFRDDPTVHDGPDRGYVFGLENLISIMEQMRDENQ
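ADP-Glo luminescence measures ADP made by human IP6K1 during a 2 h RT reaction with ATP/IP6 (mix at 1.3 mM/130 uM); top library doses 57.5 and 19.1 uM final.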
HEK293 viab – cell viability loss counter-screen; HEK-293-SNCA-luc viability, GF-AFC fluorescence, 24 h; Potency, µM (doses to about 57.1 µM), for the others: top-dose activity change, negative = cytotoxicity, hits mostly cytotoxic; 0.12% of 150,000 active; AID 1671193;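 further: potency means the concentration at half of the fitted maximal effect; 0% = DMSO-treated cells and -100% = medium-only wells without cells; nearly all actives have a fitted effect of over 30% in size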
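HEK-293-SNCA-luc cells (1500/well) plated 24 h, then exposed 24 h to a dilution series; GF-AFC added 30 min at 37C, fluorescence 405/540 nm; normalised to medium-only and DMSO wells, Hill fit.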
NIH3T3 tox – cytotoxic compounds in NIH 3T3 cells; NIH 3T3 viability, CellTiter-Glo ATP luminescence, 48-72 h; Potency, µM (titrated, usually from 96.7 µM), for the others: at the top dose activity change, negative = cytotoxicity, actives largely listed as inhibitors; 4.3% of 94,000 active; AID 1345082; further: potency means the concentration at half of the fitted maximal effect; nearly all actives have a fitted effect of over 55% in size
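Viability of NIH 3T3 cells after 48 or 72 hr compound treatment at 37 °C was assessed by CellTiter-Glo, with luminescence imaged following a 10 min room-temperature step.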
Luciferase inh – Photinus pyralis luciferase inhibition; purified P. pyralis luciferase, luminescence, biochemical; 2.5% of 76,000 active; Potency, µM (highest dose often 115 µM), for inactives: top-dose activity change, negative = inhibition, most hits filed as inhibitors; further: potency means the concentration at half of the fitted maximal effect; nearly all actives have a fitted effect of over 65% in size
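Cell-free enzyme assay, 10nM P. pyralis luciferase, luciferin and ATP each at 10uM. Inhibition profiled over a 6-point titration, read as luminescence.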
GPT2 inh – GPT2 alanine aminotransferase inhibition; Q8TD30; Recombinant GPT2, coupled pyruvate oxidase/HRP Amplex Red fluorescence; Potency, µM (highest dose often 57.7 µM), without a hit: top-dose activity change, negative = inhibition, actives largely listed as inhibitors; 0.25% of 100,000 active; further: potency means the concentration at half of the fitted maximal effect; nearly all actives have a fitted effect of over 60% in size; many of its hits are not listed in these tables
Target sequence (Q8TD30 whole entry, looked up): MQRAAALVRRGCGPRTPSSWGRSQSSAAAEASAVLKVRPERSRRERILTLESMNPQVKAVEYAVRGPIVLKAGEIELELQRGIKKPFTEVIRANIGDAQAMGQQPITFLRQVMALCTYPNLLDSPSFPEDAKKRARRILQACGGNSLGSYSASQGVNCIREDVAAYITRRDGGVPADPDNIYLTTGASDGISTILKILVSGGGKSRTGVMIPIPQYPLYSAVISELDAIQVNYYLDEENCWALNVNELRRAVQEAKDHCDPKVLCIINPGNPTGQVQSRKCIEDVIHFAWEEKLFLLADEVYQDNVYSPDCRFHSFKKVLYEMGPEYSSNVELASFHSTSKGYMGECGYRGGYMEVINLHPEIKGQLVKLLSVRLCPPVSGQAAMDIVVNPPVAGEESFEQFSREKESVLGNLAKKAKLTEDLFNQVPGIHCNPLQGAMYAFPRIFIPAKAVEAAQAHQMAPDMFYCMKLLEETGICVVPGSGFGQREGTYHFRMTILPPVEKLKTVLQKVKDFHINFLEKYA
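Fluorescence of coupled pyruvate oxidase/HRP/Amplex Red system (50uM Amplex, 30 min, dark) reports pyruvate formed by GPT2. Enzyme reaction: 10ng/uL GPT2, 2mM L-alanine, 250uM a-KG, 30 min room temperature, pH 7.5; 50uM AOA control.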
HEK293 tox – cytotoxic compounds in HEK 293 cells. HEK 293 viability, ATP luminescence (CellTiter-Glo), 48-72 h. Potency, µM (highest dose often 115 µM), for inactives: at the highest dose activity change, negative = cytotoxicity, hits mostly inhibitors. 6.6% of 94,000 active. AID 1345083; further: potency means the concentration at half of the fitted maximal effect; nearly all actives have a fitted effect of over 60% in size
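ATP-coupled CellTiter-Glo luminescence served as viability read-out, recorded 10 min after reagent addition at room temperature. HEK 293 cells, 250 cells/well, had been incubated with pintool-transferred compound for 48 or 72 hr at 37 degree Celsius.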
SNCA expr inh – inhibitors of alpha-synuclein (SNCA) gene expression | AID 1671194 | Potency, µM (series often up to 57.2 µM), for inactives: at the highest dose activity change, negative = inhibition, hits mostly inhibitors | HEK-293 SNCA-luciferase knock-in, luminescence, 24 h | 0.17% of 140,000 active;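 further: potency means the concentration at half of the fitted maximal effect; plate controls were DMSO cells for no effect and cell-free wells for full effect; nearly all actives have a fitted effect of over 45% in size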
* marks the source's active call; other numbers are inactive results; i = inactive; ? = inconclusive; / = no result given; [ ] = dose if it differs, or a comment. Unless noted, the call rests on the fitted dose curve; in most records, active means well fitted curve in the direction sought with a large enough effect; inconclusive means small, poorly fitted or top-dose-only effect, or another doubt; inactive means no such curve, though single readings can be large; an effect the other way counts as inactive or inconclusive. Unless noted, on the % scale 0 is the no-effect control and ±100 the full control effect.

SMILES	IP6K1 inhibitor	HEK293 viab	NIH3T3 tox	Luciferase inh	GPT2 inh	HEK293 tox	SNCA expr inh
N#Cc1ccc(CC(=O)N2CC(CNC(=O)c3cccnc3)C3(C2)CN(c2ccccc2)C3)cc1 (configuration not stated)	-1	3%	?	-3%	-5%	-1%	-8%
CC1Oc2ccc(NS(=O)(=O)c3cccc(Cl)c3)cc2CN(Cc2ccccc2Cl)C1=O (configuration not stated)	12	-9%	22µM*	-9%	-7%	?	8%
Cc1cc(=O)n2nc(N3CCC(C(=O)NCc4ccccc4F)CC3)sc2n1	-15	9%	/	/	/	/	0%
COC(=O)CNC(=O)c1cc(-c2ccc(Cl)cc2Cl)c2cnn(C)c2n1	-7	-3%	?	/	-7%	-11%	132%[activator]
COc1ccc(NC(=O)CSc2nnc(-c3ccc(C)cc3)o2)cc1	23	-7%	/	/	/	/	1%
Cc1cc(C)cc(NC(=O)Cn2c(=O)oc3cc(S(=O)(=O)N4CCCC4)ccc32)c1	31	-6%	/	/	/	/	-4%
CCNC(=O)N1CCc2c(sc3ncnc(NCC)c23)C1	4	-2%	-10%	4%	-3%	4%	-17%
COc1ccc(N=C2S[C@H]3[C@H]([C@@H](O)[C@H](O)C[C@@H]3C(N)=O)N2Cc2ccc(-c3ccccn3)cc2)cc1	2	5%	-32%	-11%	-26%	-10%	-1%
Cc1ccc(NC(=O)C2CCCN2S(=O)(=O)c2cccc3nsnc23)cc1Cl (configuration not stated)	6	-17%	/	/	/	/	-16%
O=C(c1ccccc1Cl)N1CCN(C(=O)c2nnn3c2COC(c2ccccc2)C3)CC1 (configuration not stated)	9	-21%	i	-3%	i	?	?
CNC(=O)c1cn2c(n1)CN(C(=O)c1cccnc1)CC2	-4	2%[87.6 µM]	i	/	3%[88.5 µM]	i	24%[87.6 µM]
Cc1cn2nnc(C(=O)N3CCC(C(=O)Nc4ccc(F)c(Cl)c4)CC3)c2c(=O)[nH]1	-7	-14%	-4%	-4%	i	16%	-3%

2 records picked at random from those above:
SMILES	IP6K1 inhibitor	HEK293 viab	NIH3T3 tox	Luciferase inh	GPT2 inh	HEK293 tox	SNCA expr inh
COC(=O)CNC(=O)c1cc(-c2ccc(Cl)cc2Cl)c2cnn(C)c2n1	-7	-3%	?	/	-7%	-11%	132%[activator]
Cc1ccc(NC(=O)C2CCCN2S(=O)(=O)c2cccc3nsnc23)cc1Cl (configuration not stated)	6	-17%	/	/	/	/	-16%

Remaining list, next part:
SMILES	IP6K1 inhibitor	HEK293 viab	NIH3T3 tox	Luciferase inh	GPT2 inh	HEK293 tox	SNCA expr inh
CCC(C)NC(=O)CSc1nc2c(sc3ccccc32)c(=O)n1Cc1ccccc1Cl (configuration not stated)	-6	0%	/	/	/	/	16%
CCCCNC(=O)c1ccc2c(c1)NC(=O)C(CS(=O)(=O)Cc1ccc(F)cc1Cl)N2 (configuration not stated)	7	3%	/	/	/	/	7%
CC1(C)[C@H]2CC[C@@H](CNC(=O)C3CC3)[C@@H]1C2	9	5%[87.6 µM]	-14%[174 µM]	-8%[230 µM]	0%[88.5 µM]	-19%[230 µM]	8%[87.6 µM]
NC(=O)C1(N2CCCCC2)CCN(C(C(=O)O)c2ccc(N)c(F)c2)CC1 (configuration not stated)	0	-5%	3%	3%	i	i	-1%
Cn1c(CCC(=O)N2CC[C@H](O)C2)nc2cc(S(=O)(=O)N3CCCC3)ccc21	-4	0%	-14%	-5%	-10%	i	1%
C=CCCOC(=O)N1CCC(=O)N(CC=C)C[C@H]2COc3cc(OC)ccc3[C@H]21	6	/	-28%	/	/	?	/
O=C(NCc1ccccc1F)C1CCCN(C(=O)N2CCOc3ccccc32)C1 (configuration not stated)	3	1%	/	/	/	/	28%
COc1ccc(NC(=O)C2CCC(CNS(=O)(=O)c3cccs3)CC2)cc1OC (configuration not stated)	30	4%	/	/	/	/	-4%
Cc1ccc(C)c(C(=O)CSc2nc3cc(C(=O)NC4CCCC4)ccc3c(=O)n2CC2CCCO2)c1 (configuration not stated)	13	-15%	/	/	/	/	-4%
CCOC(=O)c1noc2nc(C)n(Cc3ccc([N+](=O)[O-])cc3)c(=O)c12	22	-5%	/	/	/	/	11%
Cc1cc(Cl)ccc1COc1ccnn1-c1cc(C(=O)O)ccn1	-13	20%	/	/	i	/	/
N#Cc1ccc(CN2CCC(N3CCOCC3=O)CC2)cc1	4	0%	-10%	/	-2%	-18%	-2%
COc1ccc(-c2ccc(NC(=O)c3cccc(Cl)c3)cc2)nn1	18	/	-14%	/	/	-12%	/
c1ccc(C2CCN(c3ccc4nnc(-c5ccccn5)n4n3)CC2)cc1	-5	5%[87.6 µM]	32µM*	5%[172 µM]	-11%[88.5 µM]	63µM*	31%[87.6 µM]
O=C1NCCCCCN(C(=O)CC2CCCCC2)[C@@H]2C[C@@H](C(=O)N3CCc4ccccc4C3)C[C@H]12	7	-12%	?	-6%	5%	?	-19%
C=CCNC(=O)c1cn2c(n1)CN(C(=O)OCc1ccccc1)CC2	-4	4%	i	/	i	i	1%
CCOc1ccc(CN(CCc2ccc3c(c2)OCO3)Cc2cc(OC)c(OC)cc2OC)cc1	-30*	-5%	/	/	/	/	-4%
COc1ccccc1CNC(=O)C(NS(=O)(=O)c1ccc2c(c1)CCN2C(C)=O)C(C)C (configuration not stated)	9	5%	/	/	/	/	-8%
COc1ccc(C(=O)N2CCCCCNC(=O)[C@@H]3CCC[C@@H]32)cn1	2	-7%	-11%	-2%	-12%	0%	10%
CCN1CC(c2ccccc2)CC2(CCN(C(=O)c3cnc(C)nc3)CC2)C1 (configuration not stated)	41	-1%	-4%	13%	-9%	-14%	-8%
O=C(c1cccc(Br)c1)N1CCN(c2cc(-c3ccc(F)cc3)[nH]n2)CC1	25	-18%	?	4%	4%	?	?
COc1ccccc1Nc1ccnc(N2CCCC(C(=O)NC3CC3)C2)n1 (configuration not stated)	15	8%[12.5 µM]	?	/	i	?	-16%
COc1ccc(Cn2c(=O)[nH]c3cc(C(=O)N4CCN(c5cc(Cl)ccc5C)CC4)ccc3c2=O)cc1	-9	2%	/	/	/	/	-3%
Cc1cccc(OCC(=O)Nc2ccc3nc(Nc4cccc(C(F)(F)F)c4)cc(C)c3c2)c1	-13	-1%	/	/	/	/	-7%
COCc1ccc2c(c1)c(OC(C)(C)C(=O)NCC(F)(F)F)nn2Cc1ccccc1	-8	-5%[87.6 µM]	?	0%[172 µM]	4%[88.5 µM]	?	-14%[87.6 µM]
COCc1cc(C)nc2sc3c(c12)NC(c1ccccc1C(=O)O)N(c1ccc(OC)cc1)C3=O (configuration not stated)	-31*	18%	/	/	/	/	82%[activator]
CN(CC1CCOCC1)C(=O)c1cccs1	23	-1%	i	0%	-19%	18%	18%
COc1cc(C2C(C(=O)Nc3ccccc3C)=C(C)Nc3ncnn32)ccc1OCC(N)=O (configuration not stated)	-19	2%	/	/	/	/	-19%
COc1ccc(C)cc1NC(=O)C1CN(S(=O)(=O)c2cccnc2)CC12CCCCC2 (configuration not stated)	21	5%	?	-8%	-7%	?	-5%
O=C(NC1CCCCC1)c1ccc(Cn2c(SCc3ccccc3F)nc3cccnc32)cc1	-3	?	/	/	/	/	-13%
CCOC(=O)C1=CN(CC(=O)N(CC)c2cccc(C)c2)S(=O)(=O)N=C1C	6	11%	-21%	14%	i	?	3%
CC(C)OCCCn1c(=O)c2ccccc2n2c(-c3ccccc3F)nnc12	10	-14%	/	/	/	/	45%
Cc1ccc2c(c1)nc1n2[C@@H](CNCc2nccn2C)COC1	11	2%[87.6 µM]	4%[138 µM]	3%[172 µM]	3%[88.5 µM]	i	-13%[87.6 µM]
O=C(Nc1cccc(Cl)c1)N1CCC(c2noc(COc3cccnc3)n2)CC1	-3	-5%	?	-5%	i	?	8%
O=C(Nc1cccc(F)c1)N1CCC(Oc2ncccc2C(=O)N2CCCCC2)C1 (configuration not stated)	21	-12%	-21%	1%	-16%	6%	-13%
COc1cc(/C=C/C(=O)OCC2OC(OC3(CO)OC(CO)C(O)C3O)C(O)C(O)C2O)ccc1O (configuration not stated)	-1	1%[23.9 µM]	/	/	-1%[27.3 µM]	/	/

Shown comma-delimited: 3 of the compounds above.
canonical_smiles,IP6K1 inhibitor,HEK293 viab,NIH3T3 tox,Luciferase inh,GPT2 inh,HEK293 tox,SNCA expr inh
CC(C)OCCCn1c(=O)c2ccccc2n2c(-c3ccccc3F)nnc12,10,-14%,/,/,/,/,45%
Cc1ccc2c(c1)nc1n2[C@@H](CNCc2nccn2C)COC1,11,2%[87.6 µM],4%[138 µM],3%[172 µM],3%[88.5 µM],i,-13%[87.6 µM]
O=C(Nc1cccc(Cl)c1)N1CCC(c2noc(COc3cccnc3)n2)CC1,-3,-5%,?,-5%,i,?,8%

Copied from the list:
CCOC(=O)c1noc2nc(C)n(Cc3ccc([N+](=O)[O-])cc3)c(=O)c12 in SNCA expr inh = 11%
COc1ccccc1CNC(=O)C(NS(=O)(=O)c1ccc2c(c1)CCN2C(C)=O)C(C)C (configuration not stated) in SNCA expr inh = -8%
Cc1ccc2c(c1)nc1n2[C@@H](CNCc2nccn2C)COC1 in HEK293 viab = 2%[87.6 µM]

The list continues.
SMILES	IP6K1 inhibitor	HEK293 viab	NIH3T3 tox	Luciferase inh	GPT2 inh	HEK293 tox	SNCA expr inh
CC(C)c1cccc(C(C)C)c1NS(=O)(=O)c1cccs1	5	1%	/	/	/	/	3%
O=C(NC1CCCc2c1[nH]c1ccccc21)c1n[nH]c2c1CCCC2 (configuration not stated)	-13	-18%	?	-12%	i	?	30%
O=C(c1ccon1)N1CC[C@@H]2[C@@H](CCC(=O)N2CC2CCNCC2)C1	-5	0%	-1%	-1%	i	2%	-17%
O=C(NCCc1ccc(Cl)cc1)C1COc2ccccc2C1 (configuration not stated)	14	14%	/	/	/	/	35%
CC(=O)Nc1ccc(CN2CCCC3(CC(c4ccccn4)=NO3)C2)cc1 (configuration not stated)	9	-6%	4%	/	i	i	11%
CC(=O)N1CC2(Cc3ccccc31)CN(C(=O)c1ccc(C)cc1)C2	-1	13%	?	-16%	i	-18%	24%
C[C@@H]1O[C@@H](O[C@H]2[C@H](O)[C@@H](O)[C@H](O[C@H]3[C@H](O[C@H]4CC[C@@]5(C)C(=CC[C@@H]6C5CC[C@]5(C)[C@@H]7[C@H](C[C@@H]65)O[C@]5(CC[C@@](C)(CO[C@@H]6O[C@H](CO)[C@@H](O)[C@H](O)[C@H]6O)O5)[C@H]7C)C4)O[C@H](CO)[C@@H](O)[C@@H]3O)O[C@@H]2CO)[C@H](O)[C@H](O)[C@H]1O (some centres not stated)	4	-21%[12.5 µM]	/	/	2%[17.1 µM]	/	/
COCCCNC(=O)c1cc2c(=O)[nH]c(C)cn2n1	-3	-17%	i	?	i	3%	72%[activator]
CCOC(=O)c1ccc(NC(=O)CCn2c(=O)oc3ccccc32)cc1	-14	25%	/	/	/	/	21%

Assay outcomes from PubChem BioAssay.

Not all compounds are listed; the hit share may differ from the screen's.
